From PubChem BioAssay
MT1-MMP act inh = inhibitors of human MT1-MMP activation. HT1080 RFP-PRO-GFP cells, GFP/RFP ratio fluorescence, overnight; percent of plate control window, DMSO zero. P50281. actives 0.061% (n = 360,000). GFP/RFP ratio change, % at 20 µM;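 active = GFP/RFP ratio change of at least 30% with cell ATP level not reduced by more than half and red fluorescence within 50% of control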; also: strong numbers were not always called active
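system = RFP-PRO-GFP reporter HT1080 cells | dosing = 20 µM single dose, 1% DMSO | timing = overnight cell settling, then overnight compound exposure, 37 °C, 5% CO2 | read-out basis = GFP/RFP fluorescence ratio | controls = DMSO and RFP-L50D-GFP cell wells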
eLon inh = E. coli protease La inhibition; P0A9M0; AID 602123; inhibition, % at 7.94 µM; purified E. coli Lon protease, fluorescence polarization; actives 0.42% (n = 360,000); in the data active = inhibition above about 13%, passing the limit was not always enough;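 also: 0% = enzyme with probe and DMSO and 100% = no enzyme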
FAS TE block = FAS thioesterase (human) inhibition. AID 602261. P49327. recombinant FAS-TE, OMFH fluorogenic substrate, fluorescence endpoint. inhibition, % at 15 µM. actives 0.67% (n = 360,000);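 active = compounds whose normalised, plate-corrected inhibition of enzyme fluorescence in the single-dose primary screen is 50% or more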;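 also: 0% = DMSO with enzyme and 100% = substrate without enzyme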
CendR NRP1 mod = alters CendR peptide binding to human NRP-1. O14786. FAM-RPARPAR peptide binding to NRP-1, fluorescence polarization. inhibition, % at 25 µM. actives 0.85% (n = 360,000). AID 602438;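 active = inhibition or corrected inhibition above about 18%, plus a signal ratio from 0.5 to 1.5, limit read from the data, passing the limit was not always enough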; also: strong numbers were not always called active
Target sequence (O14786 whole entry, looked up): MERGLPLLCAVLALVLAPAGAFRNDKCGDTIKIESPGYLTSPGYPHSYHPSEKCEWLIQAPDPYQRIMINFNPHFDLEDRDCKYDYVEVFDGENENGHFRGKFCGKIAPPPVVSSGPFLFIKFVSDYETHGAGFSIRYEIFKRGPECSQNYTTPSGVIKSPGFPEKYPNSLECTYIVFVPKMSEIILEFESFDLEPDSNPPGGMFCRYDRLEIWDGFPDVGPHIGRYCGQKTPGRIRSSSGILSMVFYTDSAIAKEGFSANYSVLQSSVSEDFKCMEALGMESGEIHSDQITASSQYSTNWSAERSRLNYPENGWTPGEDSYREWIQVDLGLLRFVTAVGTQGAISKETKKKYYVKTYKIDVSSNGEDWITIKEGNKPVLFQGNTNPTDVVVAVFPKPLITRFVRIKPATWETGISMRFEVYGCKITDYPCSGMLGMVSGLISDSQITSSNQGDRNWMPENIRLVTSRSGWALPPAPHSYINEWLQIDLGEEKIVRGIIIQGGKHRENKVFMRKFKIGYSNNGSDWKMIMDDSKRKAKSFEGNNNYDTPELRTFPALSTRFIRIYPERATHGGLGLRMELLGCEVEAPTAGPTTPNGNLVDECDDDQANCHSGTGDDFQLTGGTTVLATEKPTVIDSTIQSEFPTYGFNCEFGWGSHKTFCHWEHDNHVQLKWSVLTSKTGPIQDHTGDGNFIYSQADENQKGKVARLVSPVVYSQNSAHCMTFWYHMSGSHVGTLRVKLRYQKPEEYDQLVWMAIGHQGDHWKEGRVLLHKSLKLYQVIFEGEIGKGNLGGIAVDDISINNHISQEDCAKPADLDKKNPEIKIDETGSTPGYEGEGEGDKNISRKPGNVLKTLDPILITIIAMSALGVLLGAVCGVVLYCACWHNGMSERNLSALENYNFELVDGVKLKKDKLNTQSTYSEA
SKN-1 block = inhibitors of C. elegans SKN-1; C. elegans VP596 Pgst-4::GFP/RFP ratio, acrylamide-induced, 24 h; inhibition, % at 21.8 µM; actives 0.49% (n = 360,000); AID 624304;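 active = interference check ratio from 0.5 to 1.5 plus GFP to RFP signal ratio inhibition reaching or exceeding a fixed threshold, cut at about 30% in these data, passing the limit was not always enough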; also: some compounds called inactive have numbers as strong as hits
MLLE-PAM2 inh = blocks PAM2 peptide binding to the PABP1 MLLE domain; GST-MLLE / FITC-PAM2 fluorescence polarization; actives 0.36% (n = 360,000); inhibition, % at 20 µM; P11940; in the data active = inhibition above about 35%, passing the limit was not always enough;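 also: plate controls were DMSO wells with GST-MLLE for no effect and wells lacking GST-MLLE protein for full effect; some results filed as inactive read as strong as hits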
MsrA act = bovine methionine sulfoxide reductase A activation; purified bovine MsrA, absorbance read-out; activation, % at 10.6 µM; actives 0.3% (n = 360,000); in the data active = activation above about 7.5%;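 also: 0% = vehicle and 100% = reference activator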
TbMetRS inhib = blocks T. brucei methionyl-tRNA synthetase activity; AID 624268; inhibition, % at 11.9 µM; actives 0.4% (n = 360,000); purified T. brucei MetRS, ATP depletion, Kinase-Glo luminescence;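 active = inhibition above a per-plate cutoff of the control wells' mean inhibition plus 3 SD, cut at about 5.5% in these data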;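 also: 0% = DMSO wells median and 100% = median of wells with control inhibitor compound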
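Test system – parasite MetRS enzyme · Reagent – substrates ATP, L-methionine and bulk Escherichia coli tRNA · Doses – 11.9 µM compound single dose, 0.9% DMSO · Times – 15 min enzyme-compound preincubation, 2 h reaction, 10 min detection, 25 °C · Signal – Kinase-Glo luminescence, ATP depletion format · Controls – DMSO-only wells as low control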
MsrA inh = bovine MsrA inhibition. purified bovine MsrA, absorbance read-out. inhibition, % at 15.5 µM. actives 0.75% (n = 360,000). AID 651718; in the data active = inhibition above about 4.5%;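 also: 0% = vehicle wells with enzyme and 100% = reference inhibitor wells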
An asterisk follows results filed as active. Hits appear at their usual frequency; about 4% have a hit in one of these screens.

compound	MsrA act	MT1-MMP act inh	eLon inh	TbMetRS inhib	SKN-1 block	CendR NRP1 mod	MsrA inh	FAS TE block	MLLE-PAM2 inh
Cc1noc(C)c1-c1ccc(C(=O)NCc2ccc(Cl)cc2)c2occc12	-2	12	-3	1.1	17	3	1.0	13	15
CCOC(=O)N1CCC(=C(C#N)C(=O)Nc2cc(OC)ccc2OC)CC1	-4	-1	4	-0.6	14	2	-0.9	-8	8
O=C(O)CCc1ccc(-c2cccs2)n1CCC(=O)O	-1	2	0	0.4	5	-9	0.7	-11	7
O=C1c2ccccc2-c2cccc(C(=O)N3CCCCC3)c21	-3	-2	0	-0.4	-1	-3	0.2	-4	4
CC(C(=O)O)n1ncc2ccccc2c1=O (stereo unspecified)	-6	-3	-5	-0.9	-2	12	0.8	-7	8
O=c1c(-c2ccccc2)coc2c(CN3CCOCC3)c(O)ccc12	-1	-1	-12	-0.5	2	10	2.2	-3	10
Cc1c(Cl)cccc1NC(=S)NCc1cccn1C	-3	-4	1	-0.1	-2	28*	0.2	-6	-16
Cc1ccc(CCNC(=O)C2CCCN(C(=O)N(C)C)C2)cc1 (stereo unspecified)	-1	4	-3	-0.9	9	6	0.5	-9	-8
Cc1ccc(C)c(NC(=O)CSc2nc(=O)n(CCN3CCOCC3)c3c2CCCC3)c1	-1	-4	4	0.5	14	4	-0.7	-10	0
NC(=O)CC(NC(=O)Cc1ccc(Br)cc1)c1ccc(NC2CCCC2)c([N+](=O)[O-])c1 (stereo unspecified)	-4	21	19	-0.3	11	-30	-0.6	2	-110
O=C(NCCN1CCOCC1)c1ccncc1	-2	2	5	-0.2	-8	-7	1.7	-6	-8
Cc1cccc(OCc2nnc(SCC(=O)c3c(N)n(C4CC4)c(=O)[nH]c3=O)o2)c1	-2	0	-10	-0.1	13	-1	-0.3	1	-45
COc1ccc(S(=O)(=O)NC(C)C)cc1-n1cnnn1	-5	0	-4	-1.2	13	2	1.7	-6	-5
O=C(CC1C(=O)NCCN1Cc1c(F)cccc1Cl)NCCCN1CCCC1=O (stereo unspecified)	-4	0	0	0.2	11	2	2.8	-6	-8
N#Cc1cccc(CN2C=NS(=O)(=O)c3ccccc32)c1	-1	2	-3	-0.3	-8	-14	-1.8	-2	-4
Cc1cccc(C)c1NC(=O)COC(=O)c1ccc([N+](=O)[O-])o1	1	1	7	0.2	7	-19	-0.9	3	6
COC(=O)c1sccc1-c1ccc(C(=O)Nc2ccccc2)o1	-3	-2	-1	0.1	13	0	2.3	26	23
CC1=CC2=NC(=O)CC(C)(C(=O)N(CC(=O)NC(C)(C)C)C3CCCC3)N2C=C1 (stereo unspecified)	-5	0	-2	-0.3	11	-12	0.6	-10	-4
Cc1nc2ccc(F)cc2cc1C(=O)NCC1CCCO1 (stereo unspecified)	0	-8	-7	0.0	1	-36	-1.4	-11	-17
COc1cc(CNc2ncnc3c2ncn3[C@H]2CN(Cc3cc(OC)c(OC)c(OC)c3)C[C@@H](CO)O2)cc(OC)c1OC	0	0	-3	0.3	-14	11	0.5	-4	8
Cc1ccc(S(=O)(=O)N2CCOCC2)cc1C(=O)N(Cc1nnc(-c2ccccc2Cl)o1)C1CC1	-2	2	-8	-0.3	8	8	-1.1	-5	6
COc1ccc(OC)c2cc3ccccc3cc12	-9	-29	43	0.0	18	38	0.2	-11	117
CC1C(=O)N2CCCc3cc(S(=O)(=O)N4CCN(c5ccccc5F)CC4)cc1c32 (stereo unspecified)	0	1	-11	0.0	1	21	-0.6	3	-4
CCOc1ccc(-c2nnn(CC(=O)Nc3cc(OC)cc(OC)c3)n2)cc1OCC	0	6	-2	-0.4	8	0	1.0	-8	-6
CCOc1ccc(S(=O)(=O)N2CN(c3cccc(C(C)=O)c3)c3nc4ccccc4nc32)cc1	-7	-3	4	0.7	0	0	1.6	9	-11
Cc1oncc1C(=O)Nc1cccc2ccccc12	-11	1	9	-0.7	-12	10	1.0	-1	3
CC1CC(C)CN(C(=O)c2ccc(CSc3nc4ccncc4[nH]3)cc2)C1 (stereo unspecified)	1	-1	-2	-0.5	-4	-10	0.3	-8	-16
O=C(CSc1nnc(-c2ccc3c(c2)OCO3)n1-c1ccccc1)c1ccccc1	-1	-4	-2	0.4	-4	1	0.5	-4	-11
O=C(O)CCC(=O)N(Cc1cccnc1)Cc1cccc(F)c1	0	-2	-6	-0.3	-13	9	1.8	-3	-4
O=c1[nH]nc(Cc2ncc(C(F)(F)F)cc2Cl)c2ccccc12	-4	6	-12	-1.0	4	-3	-0.8	0	9
COc1ccc(OCCSc2nnc(-c3ccoc3C)n2C)cc1	-11	7	0	-1.6	3	-2	2.1	-7	-30
CCn1nc(C(=O)Nc2ccccc2C)c(Cl)c1Cl	-1	-2	14	0.2	10	8	-0.2	-3	-7
COC(=O)N=Nc1c(O)n(Cc2ccccc2)c2ccccc12	1	2	4	-0.2	-4	-7	1.8	5	9
CC(OC(=O)CC(NC(=O)c1ccccc1Cl)c1ccccc1)C(=O)Nc1cccc(Cl)c1Cl (stereo unspecified)	-1	-3	-3	-0.5	13	4	1.8	28	-19
CC1OC(OC2C(CO)OC(OCC3OC(OC(=O)[C@@]45CCC(C)(C)C[C@@H]4C4=CC[C@@H]6[C@@]7(C)CCC(OC8OCC(O)C(O)C8OC8OC(C)C(O)C(O)C8O)[C@@](C)(CO)C7CC[C@@]6(C)[C@]4(C)CC5)C(O)C(O)C3O)C(O)C2O)C(O)C(O)C1O (stereo partly specified)	-1	-1	2	-0.7	3	11	-1.4	-1	1
O=C(O)c1cc(-c2ccccc2)n(-c2ccc(F)cc2)n1	-2	-5	-1	-0.8	4	3	0.8	-3	1
O=C(Nc1ccc(S(=O)(=O)N2CCCCC2)cc1)C1CC(=O)N(c2ccc(F)cc2)C1 (stereo unspecified)	-3	1	1	-0.2	-15	20	-2.0	4	-8
Cc1ccccc1OCCCCCNCCO	0	5	-4	-0.6	7	8	-0.3	-2	8
COCCNC(=S)N(CCO)Cc1cc2cc3c(cc2[nH]c1=O)OCO3	-7	0	5	-0.3	4	-6	5.1*	-3	20
O=C(NC1CCCC1)C(c1ccccc1)N(C(=O)c1csnn1)c1ccccc1F (stereo unspecified)	0	-2	-3	-0.1	3	10	0.6	-2	10
O=c1oc2c(CN3CCCCC3)c(O)ccc2c2c1CCCCC2	-1	5	9	-0.3	19	-8	2.0	-5	1
C[C@@H]1CN([C@H](C)CO)C(=O)CCCn2nncc2CO[C@H]1CN(C)S(C)(=O)=O	-9	2	-10	-1.9	-6	-8	0.4	-10	5
Cn1c(NNC(=O)/C=C/c2ccc3c(c2)OCO3)cc(=O)n(C)c1=O	-6	-4	-11	0.0	-1	-5	2.6	3	7
C=CCOc1ccc(C(=O)Nc2ccc3c(c2)n(C)c(=O)n3C)cc1	-1	7	7	-0.7	11	18	-1.5	-2	-6
N/C(=N\OCC(=O)Nc1ccc(F)c(Cl)c1)c1ccccc1	-9	-2	3	-0.6	-6	-4	-0.7	8	4
O=C(CC1SC(=O)NC1=O)Oc1ccc(/C=N/NC(=O)c2ccccc2O)cc1 (stereo unspecified)	-11	0	-17	1.3	1	-9	1.7	-3	28
CCCS(=O)(=O)NC(=O)C1(C)CCN(C(=O)Cc2ccc3ccccc3c2)C1 (stereo unspecified)	-3	-9	-6	-0.4	4	-2	1.0	-6	9
Cc1cc2nc(SCCOC(=O)Nc3ccccc3)nc(C)c2cc1C	-1	0	-6	0.4	5	1	-0.7	28	-6
Cc1nnc(N2C(=O)C(O)=C(C(=O)c3ccco3)C2c2cccc3ccccc23)s1 (stereo unspecified)	-2	-12	-19	-0.3	20	-45	1.4	-5	5
O=C(O)c1ccccc1SSc1ccccc1C(=O)O	-5	0	-1	-0.1	-6	-3	0.9	-6	38
O=C(O)Cc1cc(=O)[nH]n(-c2ccccc2)c1=O	-8	-6	-2	-0.5	8	-2	1.7	-6	-1
O=C(CSc1nc2ccccc2c(=O)n1-c1ccccc1)NC(=O)CN1CCCC1=O	-2	-5	0	-0.5	19	4	-0.2	-5	16
O=C(CCC1CCCC1)NNC(=O)c1cccc(Cl)c1	-2	-1	3	-0.5	3	7	2.2	14	0
CCCCN(CCCC)Cc1ccc(C(=O)NNC(=O)Nc2ccccc2)o1	-2	1	-4	0.1	-4	-8	-1.2	-4	3
Cn1ncc2c(Nc3cccc([N+](=O)[O-])c3)ncnc21	-4	0	-2	-0.5	0	-6	-0.9	-2	-4
CC(C)c1nc2c(s1)CCc1onc(-c3ccc(Cl)cc3)c1-2	-12	-4	-3	-0.6	-3	4	0.5	10	16
COc1ccc(CCNC(=O)c2cccc(S(=O)(=O)N3CCCC3)c2)cc1	-2	2	11	0.1	-2	2	0.2	-2	5
COc1ccc(S(=O)(=O)NCc2ccc(F)cc2)cc1OC	-1	3	-3	-0.7	-25	3	-0.7	-2	9
NN(CCO)C(=S)Nc1ccc(Cl)cc1	-9	4	-15	-0.7	-10	-1	1.3	-1	31

3 entries already listed, sorted by the number in eLon inh, descending.
SMILES,MsrA act,MT1-MMP act inh,eLon inh,TbMetRS inhib,SKN-1 block,CendR NRP1 mod,MsrA inh,MLLE-PAM2 inh
Cc1c(Cl)cccc1NC(=S)NCc1cccn1C,-3,-4,1,-0.1,-2,28*,0.2,-16
COc1ccc(S(=O)(=O)NCc2ccc(F)cc2)cc1OC,-1,3,-3,-0.7,-25,3,-0.7,9
Cn1c(NNC(=O)/C=C/c2ccc3c(c2)OCO3)cc(=O)n(C)c1=O,-6,-4,-11,0.0,-1,-5,2.6,7
